A549 tox = kills or reduces viability of A549 cells in Nrf2 counter-screen; 0.16% of 390,000 active; Potency, µM (doses to about 46 µM), for the others: top-dose activity change, negative = cytotoxicity, actives largely listed as inhibitors; A549 ARE-Fluc cells, CellTiter-Fluor viability, 18-24 h; also: potency is read from the fitted curve at half-maximal effect; % is scaled to controls: 0 for no effect and ±100 for the full control effect
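A549 ARE_Fluc cells in 5% FBS OPTI-MEM were exposed to compounds in concentration-response for 18-24 h at 37 deg C. Viability was read by CellTiter-Fluor fluorescence (Ex 405/Em 525) after 30 min, before the luciferase read.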
HepG2 viability = kills HepG2 cells in TGF-b inhibitor counter-screen; HepG2 CAGA-GFP viability, ATP luminescence, 18 h; Potency, µM (titrated, usually from 46.1 µM), for the others: at the top dose activity change, negative = cytotoxicity, most hits filed as cytotoxic; 0.76% of 410,000 active; AID 588856; also: potency is read from the fitted curve at half-maximal effect; some results filed as inactive show a strong effect at the top dose
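CellTiter-Glo luminescence gave cytotoxicity after 18 hours at 37 degrees C. The cells were HepG2 CAGA-GFP in 1% FBS DMEM, stimulated with 500 pg/mL TGF-beta after compound addition. %Activity was normalised to no-cell wells (complete cell-killing) and DMSO (no toxicity), and curves were fitted and classified.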
EPAC2 ag = agonists of human EPAC2 (RAPGEF4); EPAC2 activation, biochemical qHTS; response scale: 100% = 6.5 mM cAMP response; Potency, µM (titrated, usually from 154 µM), without a hit: top-dose activation, most hits filed as activators; 0.079% of 360,000 active; also: potency is read from the fitted curve at half-maximal effect; nearly all actives have a fitted effect of over 50% in size
Target sequence (Q8WZA2 whole entry, looked up): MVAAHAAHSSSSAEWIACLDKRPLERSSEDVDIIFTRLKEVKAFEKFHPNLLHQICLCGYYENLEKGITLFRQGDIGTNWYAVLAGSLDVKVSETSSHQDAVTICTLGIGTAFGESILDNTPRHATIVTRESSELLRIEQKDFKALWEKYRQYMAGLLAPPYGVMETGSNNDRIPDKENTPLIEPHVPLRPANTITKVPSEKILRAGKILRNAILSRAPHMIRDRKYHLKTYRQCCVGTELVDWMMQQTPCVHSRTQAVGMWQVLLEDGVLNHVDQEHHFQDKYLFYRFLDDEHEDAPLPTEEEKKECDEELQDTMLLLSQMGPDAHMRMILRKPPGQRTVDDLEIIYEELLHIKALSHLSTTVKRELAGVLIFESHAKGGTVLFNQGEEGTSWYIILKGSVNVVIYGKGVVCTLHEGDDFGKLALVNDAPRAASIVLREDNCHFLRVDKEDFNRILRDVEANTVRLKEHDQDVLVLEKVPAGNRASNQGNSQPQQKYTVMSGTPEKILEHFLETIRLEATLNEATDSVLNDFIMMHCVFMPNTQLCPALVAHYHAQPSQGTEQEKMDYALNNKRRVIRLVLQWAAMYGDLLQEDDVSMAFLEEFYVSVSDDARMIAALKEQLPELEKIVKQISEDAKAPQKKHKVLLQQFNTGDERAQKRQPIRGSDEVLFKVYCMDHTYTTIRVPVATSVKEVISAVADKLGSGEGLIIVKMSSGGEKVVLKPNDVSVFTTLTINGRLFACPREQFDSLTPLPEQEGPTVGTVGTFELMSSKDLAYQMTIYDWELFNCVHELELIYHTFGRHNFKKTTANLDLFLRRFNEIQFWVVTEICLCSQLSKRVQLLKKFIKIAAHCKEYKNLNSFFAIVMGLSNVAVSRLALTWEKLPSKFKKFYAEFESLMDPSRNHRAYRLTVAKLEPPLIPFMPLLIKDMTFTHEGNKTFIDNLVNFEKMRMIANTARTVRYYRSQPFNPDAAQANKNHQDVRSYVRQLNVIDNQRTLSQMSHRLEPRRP
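Guanine nucleotide exchange by EPAC2 is measured as reduced fluorescence of BODIPY-GDP once it is released from 250 nM Rap1B. Plates are read kinetically for 30 min at room temperature; results are scaled to 6.5 mM cAMP.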
IL2 activator = activators of IL-2. IL-2 activation reporter assay, cell-based qHTS; stimulated with anti-CD3/CD4/CD28 beads; in transgenic mouse T cells. activation, % (series mostly up to about 46 µM). 0.065% of 360,000 active. AID 652025; in the data active = activation above about 50%; inconclusive = mostly about 30% to 49%; also: 0% is about no effect
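Readout is EGFP and DsRed signal by fluorescent plate cytometry after 18 h at 37 degrees C. Transgenic mouse T cells (750/well) received compound for 60 min before bead stimulation (anti-CD3, anti-CD4, anti-CD28); memory T cells served as non-tolerant control.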
Nrf2 inh = Nrf2 pathway inhibition | A549 ARE-Fluc reporter, luciferase luminescence, 18-24 h | Potency, µM (series often up to 46 µM), for inactives: at the highest dose activity change, negative = inhibition, most hits filed as inhibitors | 2.1% of 360,000 active | AID 504444; also: potency is read from the fitted curve at half-maximal effect; % is scaled to controls: 0 for no effect and ±100 for the full control effect; nearly all actives have a fitted effect of over 60% in size
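A549 ARE_Fluc cells (5000/well, 5% FBS OPTI-MEM) pre-incubated 2 h, then treated with compounds 18-24 h at 37C/5% CO2 in concentration-response. CellTiter-Fluor viability read first; BugLite luciferase luminescence after 15 min at room temperature gives Nrf2 activity.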
Nrf2 activator = activators of Nrf2 (ARE) signaling; AREc32 ARE-luciferase reporter (MCF7-derived line), luminescence, 24 h; Potency, µM (series often up to 46.1 µM), without a hit: at the top dose activation, usual class: activators; 0.31% of 410,000 active; also: potency is read from the fitted curve at half-maximal effect; % of control where 0% means no effect; nearly all actives have a fitted effect of over 65% in size
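Steps: seed AREc32_Fluc cells (1000/well, 5% FBS OPTI-MEM); incubate overnight at 37 deg C; add 23 nL compound; incubate 24 hr; add Steady-Glo; hold 30 min RT; read luminescence.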
ATXN viability = cell viability loss in ATXN counter-screen | S2 cells (HEK-293 line with an ATXN2-luciferase reporter) viability, CellTiter-Fluor protease fluorescence, 24 h | Potency, µM (highest dose often 56.7 µM), most hits filed as cytotoxic | 0.49% of 400,000 active | AID 651635; also: potency is read from the fitted curve at half-maximal effect; nearly all actives have a fitted effect of over 40% in size
TGFb inhibitor = TGF-b pathway inhibition; HepG2 CAGA-GFP TGF-b/SMAD3 reporter, GFP fluorescence, 18 h; TGF-beta stimulated, 500 pg/mL final; Potency, µM (doses to about 46.1 µM), for the others: at the highest dose activity, negative = inhibition, usual class: inhibitors; 1.2% of 410,000 active; AID 588855; also: potency is read from the fitted curve at half-maximal effect; % is scaled to controls: 0 for no effect and ±100 for the full control effect; nearly all actives have a fitted effect of over 65% in size
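Using HEPG2 CAGA-GFP reporter cells at 1000 cells/well, we pinned test compounds, stimulated with recombinant TGF-beta (500 pg/mL final) and measured total well GFP after 18 h.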
ATXN2 expr inh = ATXN2 expression inhibition; HEK-293 ATXN2-luciferase reporter, luminescence, 24 h; Potency, µM (titrated, usually from 57 µM), without a hit: at the top dose activity change, negative = inhibition, hits mostly inhibitors; 0.72% of 360,000 active; AID 1745845; also: potency is read from the fitted curve at half-maximal effect; % is scaled to controls: 0 for no effect and ±100 for the full control effect; nearly all actives have a fitted effect of over 55% in size
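qHTS (up to 57 uM final) was run with 24 h compound exposure of reporter cells at 37 °C. Each well was multiplexed: SteadyGlo luminescence measured ATXN2-luciferase expression after a fluorogenic Gly-Phe-AFC viability readout (25 uM final).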
* = called active by the depositor; i = inactive; ? = inconclusive; · = no result given; [ ] = dose if it differs, or a comment. Unless noted, calls follow the shape of the dose curve; as a rule, active = well fitted curve in the direction sought with a large enough effect; inconclusive = small, poorly fitted or top-dose-only effect, or another doubt; inactive = no such curve, though single readings can be large; an effect the other way counts as inactive or inconclusive.

SMILES	A549 tox	HepG2 viability	EPAC2 ag	IL2 activator	Nrf2 inh	Nrf2 activator	ATXN viability	TGFb inhibitor	ATXN2 expr inh
COC(=O)COc1ccc2cc(-c3ccc(OC)cc3)c(=O)oc2c1	9%	12%	-7%	0.2	-6%	-0.4%	i	8%	-5%
CCOc1ccc(C(=O)Nc2cc(Cl)ccc2-n2cncn2)cc1OC	-4%	1%	3%	-0.1	-1%	8.5%	i	-32%	1%
S=C(NCc1ccco1)Nc1cccc(Cl)c1	-1%	-21%	2%	-2.4	·	4.3%	i	?	1%
Cc1cc(C(F)(F)F)n2nc(C(=O)O)c(Cl)c2n1	-10%	3%	-4%	-0.3	-2%	0.0%	i	9%	6%
CSCCC(NS(=O)(=O)c1ccc2c(c1)OCCO2)C(=O)N(C)Cc1ccc(C)cc1 (stereo not given)	-11%	4%	-2%	-1.0	?	8.4%	?	-15%	0%
COc1ccc(NC(=O)CN2C(=O)NC(C)(Cc3ccc(OC)c(OC)c3)C2=O)cc1 (stereo not given)	·	7%	4%	-1.6	·	-0.1%	i	-7%	·
COC(=O)C1CCN(C(=O)c2cc(=O)[nH]c3ccccc23)CC1	0%	-2%	-1%	-3.0	13%	-0.3%	i	1%	3%
COc1cccc2c1C1(O)C2CCCCCCCCCC12OCCCO2 (stereo not given)	-5%	-13%	13%	0.2	?	-0.7%	i	-11%	5%
O=[N+]([O-])c1ccc(Oc2ccc(S(=O)(=O)N3CCOCC3)cc2)cc1	-3%	-9%	15%	0.1	26µM*	0.8%	i	-19%	-26%
O=C(CSc1nc2[nH]ncc2c(=O)[nH]1)Nc1ccc(Cl)cc1	7%	-14%	8%	0.0	1%	0.2%	i	-13%	-11%
COc1cc(C(=O)N2CCc3ccccc32)ccc1OCc1c(C)noc1C	-2%	-9%	0%	-2.7	-23%	2.4%	?	-16%	-3%
CCOC(=O)CN1CC23C=CC(O2)C(C(=O)Nc2ccc(C(C)=O)cc2)C3C1=O (stereo not given)	4%	15%	1%	-3.3	4%	0.1%	i	-1%	7%
Cc1cc(=O)[nH]c(SCC(=O)Nc2ccc(Br)cn2)n1	-8%	-13%	-1%	-2.3	-13%	-0.2%	i	0%	-25%
Cc1cccn2c(=O)c3cc(C(=O)NC(C)C)c(=N)n(Cc4ccncc4)c3nc12	?	-17%	0%	-3.8	3%	0.3%	·	1%	-2%
Cn1c(=O)n(CC(N)=O)c(=O)c2c1nc(Br)n2Cc1ccccc1	0%	-4%	1%	-0.7	-12%	5.6%	i	0%	·
COc1cc(NC(=O)CN(c2cc(C)cc(C)c2)S(=O)(=O)c2c(C)noc2C)cc(OC)c1	-4%	-7%	-10%	0.6	4%	-1.1%	i	-5%	0%
COc1ccc2c(c1)CC(=O)NC=C2	-9%	2%	14%	-2.9	?	-1.0%	i	0%	-4%
COc1ccc(NC(=O)C2CCN(C(=O)NC3CCCCC3)CC2)c(OC)c1	1%	-9%	-1%	-1.5	-3%	-0.5%	i	0%	2%
CC(C)OCC(O)CN1CCN(C(c2ccccc2)c2ccccc2)CC1 (stereo not given)	2%	-6%	5%	-2.8	0%	3.3%	i	4%	·
COc1ccc(CCNC(=O)CS(=O)(=O)c2cn(CC(=O)N(C(C)C)C(C)C)c3ccccc23)cc1OC	-8%	0%	4%	-1.0	2%	0.3%	i	9%	3%
Cn1cc(Cl)c(C(=O)N/N=C/c2ccc3c4c(cccc24)CC3)n1	2%	3%	-3%	-3.0	?	-1.1%	i	4%	82%[activator]
CC(=O)N1C[C@H]2CON(C)[C@H]2C[C@H]1c1ccc(-c2cccnc2)cc1	·	-1%	9%	-0.3	·	0.2%	i	4%	7%
Cc1ccc2[nH]c(C)c(CCNC(=O)C3CCCCC3C(=O)OCC(F)(F)F)c2c1 (stereo not given)	-6%	-16%	-5%	-4.0	?	0.6%	i	-24%	-19%
Cc1ccc(C)c(Cn2ncc3ccccc32)c1	2%	23%	5%	0.0	-3%	3.9%	i	-5%	17%
CCOC(=O)Oc1ccc2c(=O)c(Oc3cccc(C)c3)coc2c1	2%[1.84 µM]	-33%	27%	-1.6	8%	2.0%	i	0%	45%[activator]

Rewritten with each value named: entries from further up.
smiles: O=C(CSc1nc2[nH]ncc2c(=O)[nH]1)Nc1ccc(Cl)cc1
  A549 tox: 7%
  HepG2 viability: -14%
  EPAC2 ag: 8%
  IL2 activator: 0.0
  Nrf2 inh: 1%
  Nrf2 activator: 0.2%
  ATXN viability: i
  TGFb inhibitor: -13%
  ATXN2 expr inh: -11%

smiles: COc1cc(C(=O)N2CCc3ccccc32)ccc1OCc1c(C)noc1C
  A549 tox: -2%
  HepG2 viability: -9%
  EPAC2 ag: 0%
  IL2 activator: -2.7
  Nrf2 inh: -23%
  Nrf2 activator: 2.4%
  ATXN viability: ?
  TGFb inhibitor: -16%
  ATXN2 expr inh: -3%

smiles: CCOC(=O)CN1CC23C=CC(O2)C(C(=O)Nc2ccc(C(C)=O)cc2)C3C1=O (stereo not given)
  A549 tox: 4%
  HepG2 viability: 15%
  EPAC2 ag: 1%
  IL2 activator: -3.3
  Nrf2 inh: 4%
  Nrf2 activator: 0.1%
  ATXN viability: i
  TGFb inhibitor: -1%
  ATXN2 expr inh: 7%

smiles: Cc1cc(=O)[nH]c(SCC(=O)Nc2ccc(Br)cn2)n1
  A549 tox: -8%
  HepG2 viability: -13%
  EPAC2 ag: -1%
  IL2 activator: -2.3
  Nrf2 inh: -13%
  Nrf2 activator: -0.2%
  ATXN viability: i
  TGFb inhibitor: 0%
  ATXN2 expr inh: -25%

The list continues:
SMILES	A549 tox	HepG2 viability	EPAC2 ag	IL2 activator	Nrf2 inh	Nrf2 activator	ATXN viability	TGFb inhibitor	ATXN2 expr inh
COc1cccc(-c2ccc3ncnc(N(C)Cc4ccco4)c3c2)c1	0%	-28%	11%	-0.3	?	0.6%	i	?	-10%
O=C(C1CC1)N1CCN(c2ccc(O)cc2)CC1	-6%	-3%	6%	6.4	?	-0.3%	i	7%	-28%
Cc1ccc(-c2nc(SCC(=O)NCc3ccco3)c3c(=O)n(C)c(=O)n(C)c3n2)cc1	2%	1%	·	·	·	0.4%	i	-5%	13%
COc1cc(OC)c(NC(=O)CSc2nc3ccncc3[nH]2)cc1Cl	-6%	-11%	·	·	?	0.7%	?	?	-14%
COCCn1c(C)cc(C2=NNC(=Nc3ccc(OC)cc3)SC2)c1C	3%	5%	7%	1.3	28%	0.0%	?	-6%	18%
CC(=O)Nc1cccc(C(=O)/C=C/c2ccc[nH]2)c1	-14%	-9%	1%	0.1	0%	22%	i	-12%	·
CCC(C)NC(=O)CNS(=O)(=O)c1ccc(C)cc1 (stereo not given)	2%	3%	5%	0.1	·	0.0%	i	6%	2%
CCOC(=O)CSc1nc(C)cc(C)c1C(N)=O	-2%	2%	7%	-0.5	6%	-1.1%	i	-10%	-22%
O=C(O)C12C[C@H]3C[C@@H](C1)CC(n1ncc(N4CCN(c5ccccc5)CC4)c(Cl)c1=O)(C3)C2	0%	-18%	-4%	-0.4	11%	-0.5%[9.22 µM]	i	-5%	4%
COc1ccc(CC(=O)N(C)CC(=O)Nc2ccccc2Cl)cc1S(=O)(=O)N1CCOCC1	-2%	4%	1%	-0.1	7%	0.5%	i	23%	·
CCOc1ccccc1CNC(=O)c1ccccc1NC(=O)C1=CSCCO1	0%	1%	17%	-0.6	10%	-0.4%	?	4%	·
COC(=O)CCN(C(=O)c1ccc(Cl)c([N+](=O)[O-])c1)c1ccccn1	0%	-16%	3%	1.0	0%	12%	i	-11%	·
CC(=O)NC12CC3CC(C1)CC(C(=O)N1CCN(C(=O)c4ccco4)CC1)(C3)C2	-2%	7%	-6%	2.6	10%	0.6%	i	5%	0%
CC(Sc1nnnn1-c1ccc(O)cc1)C(=O)NC1CCCCC1C (stereo not given)	-7%	-42%	-5%	-2.4	-27%	-0.3%	i	-17%	-18%
CC1Cc2ccccc2N1Cc1cc(=O)c(OCC(=O)Nc2ccccc2)co1 (stereo not given)	1%	14%	-13%	-2.1	-27%	-1.2%	i	3%	-19%
COc1ccc(C(=O)CC(=O)C(=O)Nc2ccccc2)cc1	-4%	17%	0%	4.3	4%	4.2%	i	10%	5%
COc1cc(/C=N/N(C)S(=O)(=O)c2ccc(C)cc2)cc([N+](=O)[O-])c1O	-17%	-4%	1%	0.5	-1%	-0.3%	?	-16%	·

Single records, as listed above:
CCOc1ccc(C(=O)Nc2cc(Cl)ccc2-n2cncn2)cc1OC across the screens: A549 tox = -4%; HepG2 viability = 1%; EPAC2 ag = 3%; IL2 activator = -0.1; Nrf2 inh = -1%; Nrf2 activator = 8.5%; ATXN viability = i; TGFb inhibitor = -32%; ATXN2 expr inh = 1%
CC(Sc1nnnn1-c1ccc(O)cc1)C(=O)NC1CCCCC1C (stereo not given) across the screens: A549 tox = -7%; HepG2 viability = -42%; EPAC2 ag = -5%; IL2 activator = -2.4; Nrf2 inh = -27%; Nrf2 activator = -0.3%; ATXN viability = i; TGFb inhibitor = -17%; ATXN2 expr inh = -18%

This is a random part of the collection (roughly 4.3% active in at least one column).
